High-throughput results from PubChem.
uPA surface inh: cell surface uPA generation inhibition; cell surface uPA generation assay, qHTS; Potency, µM (highest dose often 38.3 µM), for inactives: at the highest dose activity change, negative = inhibition, most hits filed as inhibitors; 0.31% of 330,000 active; AID 540303; active means well fitted inhibition curve with a large enough effect; inconclusive means small, poorly fitted or top-dose-only effect; inactive means no such curve, though single readings can be large or run the other way; tested in mouse RAW 264.7 cells; further: potency means the concentration at half of the fitted maximal effect; on the % scale 0 is the no-effect control and ±100 the full control effect; nearly all actives have a fitted effect of over 55% in size
KCNH2 3.1 block: inhibitors of human KCNH2 3.1 potassium channel isoform. U2OS KCNH2 3.1, thallium flux FluxOr; active compounds read low. 0.95% of 340,000 active. activity change, % (tested at about 1.8 µM);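 active means maximum activity change below -70%; inconclusive means maximum activity change from -70% to -50%; inactive means maximum activity change above -50%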;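 further: thallium influx rate constant from kinetic fluorescence after stimulation buffer; on the % scale 0 is the no-effect control and ±100 the full control effect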
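FluxOr-based Tl+ influx in U2OS cells transduced with KCNH2 3.1 virus; rate constants normalized to DMSO controls.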
Rab9 promoter act: Rab9 promoter activation; 2.8% of 320,000 active; Potency, µM (titrated, usually from 9.22 µM), without a hit: at the top dose activation, negative = inhibition, usual class: activators; AID 485297; Huh7 Rab9 promoter-luciferase reporter, luminescence, 24 h; further: potency means the concentration at half of the fitted maximal effect; % of control where 0% means no effect; nearly all actives have a fitted effect of over 60% in size
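Cells were plated at 1500 per well in reduced-serum medium with 10% FBS and left 2 h. Compound in DMSO was then added for 24 h at 37 °C. Reporter signal was read by luminescence after 10 min with luciferase detection reagent.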
NPC1 promoter act: NPC1 promoter activation. Huh7 NPC1 promoter luciferase reporter, 24 h. Potency, µM (titrated, usually from 9.22 µM), for inactives: at the top dose activation, hits mostly activators. 2.4% of 320,000 active. AID 485313;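 further: potency means the concentration at half of the fitted maximal effect; % of control where 0% means no effect; nearly all actives have a fitted effect of over 60% in size; reporter is driven by a mutant NPC1 promoter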
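Luciferase expression driven by the NPC1 promoter was measured in stably transfected Huh7 cells after a 24 h compound incubation, using a luciferase reagent and a luminescence read.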
ELG1 genotoxic: genotoxicity induction in ELG1-luciferase HEK293T cells; 1.3% of 330,000 active; Potency, µM (highest dose often 46 µM), inactives show top-dose activity change, positive = activation, actives largely listed as activators; HEK293T ELG1-luciferase reporter, luminescence, 16 h; further: potency means the concentration at half of the fitted maximal effect; % of control where 0% means no effect; nearly all actives have a fitted effect of over 60% in size
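Step 1: seed 2,000 HEK293T ELG1-luciferase cells per well. Step 2: add compound or DMSO, incubate 16 hr at 37 °C. Step 3: ONE-Glo, 30 min at room temperature, read luminescence.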
FLuc counter: inhibits or activates purified firefly luciferase, miR-21 counter-screen. P08659. purified FLuc, Km substrates, luminescence inhibition. Potency, µM (highest dose often 57.5 µM), inactives show at the highest dose activity change, negative = inhibition, hits mostly inhibitors. 6.9% of 360,000 active;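 further: potency means the concentration at half of the fitted maximal effect; plate controls were vehicle for no effect and reference inhibitor for full effect; nearly all actives have a fitted effect of over 55% in size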
Target sequence (P08659 whole entry, looked up): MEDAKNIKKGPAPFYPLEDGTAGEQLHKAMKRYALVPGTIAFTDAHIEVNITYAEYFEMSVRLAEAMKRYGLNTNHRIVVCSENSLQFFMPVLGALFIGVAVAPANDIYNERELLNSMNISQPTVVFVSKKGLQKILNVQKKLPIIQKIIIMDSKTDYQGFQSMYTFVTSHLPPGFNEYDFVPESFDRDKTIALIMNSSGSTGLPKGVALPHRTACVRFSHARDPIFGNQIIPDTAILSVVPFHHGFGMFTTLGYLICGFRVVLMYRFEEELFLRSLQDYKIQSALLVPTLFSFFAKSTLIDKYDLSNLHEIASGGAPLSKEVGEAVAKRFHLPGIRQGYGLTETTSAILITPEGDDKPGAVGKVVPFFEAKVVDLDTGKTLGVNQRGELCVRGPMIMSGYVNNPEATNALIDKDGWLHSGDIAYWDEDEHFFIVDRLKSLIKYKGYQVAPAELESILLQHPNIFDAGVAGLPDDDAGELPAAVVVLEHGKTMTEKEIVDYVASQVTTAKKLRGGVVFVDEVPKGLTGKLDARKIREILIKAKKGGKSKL
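Biochemical qHTS of compounds, final roughly 60 µM downward over six points, against 10 nM purified firefly luciferase using Km concentrations of substrates (10 uM D-luciferin, 10 uM ATP) in Tris acetate pH 7.5 buffer; luminescence output.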
Tb PFK block: blocks T. brucei phosphofructokinase | Potency, µM (top dose mostly 57.5 µM), for the others: at the highest dose activity, negative = inhibition, actives largely listed as inhibitors | AID 485367 | O15648 | 0.17% of 330,000 active | T. brucei PFK, ADP-Glo luminescence;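 further: potency means the concentration at half of the fitted maximal effect; 0% = uninhibited 1x PFK enzyme wells and -100% = no-enzyme wells; nearly all actives have a fitted effect of over 60% in size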
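ADP-Glo luminescence quantified ADP after 45 min at room temperature, with 1.25 nM T. brucei PFK, 0.1 mM ATP and 0.5 mM fructose-6-phosphate in pH 8.0 TEA buffer. qHTS titrations up to 57 µM; curves classified by quality.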
RORgamma inh: blocks mouse ROR gamma transcriptional activity | Drosophila S2 Gal4-RORgamma UAS-luciferase reporter, 20 h | Potency, µM (titrated, usually from 53.6 µM), for inactives: at the top dose activity change, negative = inhibition, actives largely listed as inhibitors | 5.4% of 310,000 active | AID 2551; further: potency means the concentration at half of the fitted maximal effect; on the % scale 0 is the no-effect control and ±100 the full control effect; nearly all actives have a fitted effect of over 60% in size
Target sequence (P51450 whole entry, looked up, the tested form may be a part): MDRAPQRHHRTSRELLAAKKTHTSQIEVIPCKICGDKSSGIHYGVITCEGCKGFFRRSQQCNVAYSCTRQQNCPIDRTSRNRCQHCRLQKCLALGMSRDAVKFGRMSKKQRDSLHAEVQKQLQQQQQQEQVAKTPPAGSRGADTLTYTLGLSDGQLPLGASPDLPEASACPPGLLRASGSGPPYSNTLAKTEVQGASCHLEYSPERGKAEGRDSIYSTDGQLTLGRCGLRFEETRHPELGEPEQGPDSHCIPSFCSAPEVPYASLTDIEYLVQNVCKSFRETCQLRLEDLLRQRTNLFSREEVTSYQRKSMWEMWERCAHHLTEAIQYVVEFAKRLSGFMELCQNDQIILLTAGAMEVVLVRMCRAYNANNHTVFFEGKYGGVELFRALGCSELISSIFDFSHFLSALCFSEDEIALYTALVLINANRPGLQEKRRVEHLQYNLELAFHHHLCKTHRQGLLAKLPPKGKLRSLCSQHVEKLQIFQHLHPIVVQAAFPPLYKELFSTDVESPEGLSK
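A Gal4/UAS one-hybrid system in insect cells: metallothionein-promoter Gal4–ROR gamma fusion plus Photinus luciferase reporter. Copper sulfate 700 uM final, 20 hr ambient incubation, luminescent detection after 10 min with reagent.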
FBPA coupling cs: coupling enzyme interference in Giardia aldolase counter-screen. coupling enzyme system counterscreen, AmpLite Red fluorescence. activity change, negative = inhibition, % at 58.2 µM, hits read low. 0.67% of 290,000 active. AID 2472; in the data active means activity change below about -30%; further: on the % scale 0 is the no-effect control and ±100 the full control effect
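Counterscreen of the coupled detection system alone, without aldolase: glyceraldehyde-3-phosphate coupling enzymes plus AmpLite Red readout. Compounds at 57.5 uM final, 10 min RT preincubation, 20 min RT reaction, fluorescence 525/598 nm.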
VP16 counter: counter-screen for ROR gamma inhibitors: Gal4-VP16 reporter | Drosophila S2 Gal4-VP16 UAS-luciferase, luminescence, 20 h | Potency, µM (doses to about 53.6 µM), for the others: top-dose activity, negative = inhibition, hits mostly inhibitors | 3.5% of 310,000 active;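 further: Gal4-VP16 expression switched on by copper sulfate through the metallothionein promoter; potency means the concentration at half of the fitted maximal effect; on the % scale 0 is the no-effect control and ±100 the full control effect; nearly all actives have a fitted effect of over 50% in size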
Giardia kill: kills Giardia lamblia; Giardia lamblia trophozoite viability; activity change, % at 7.66 µM, hits read low; 0.15% of 340,000 active; in the data active means activity change below about -80%; inconclusive means between about -30% and that limit;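 further: parasites exposed to compound for two days anaerobically before the ATP read; on the % scale 0 is the no-effect control and ±100 the full control effect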
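Media and compound were dispensed first, then trophozoites at 100 cells/well; plates sat 48 hrs at 37 deg C without oxygen before ATP luminescence reagent was added and read after 15-30 min at room temperature.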
* = called active by the depositor; ? = inconclusive; · = not tested or not shown; [ ] = another dose, or the depositor's remark. Unless noted, the call rests on the fitted dose curve; in most records, active means well fitted curve in the direction sought with a large enough effect; inconclusive means small, poorly fitted or top-dose-only effect, or another doubt; inactive means no such curve, though single readings can be large; an effect the other way counts as inactive or inconclusive.

1. Cc1ccc(S(=O)(=O)N(CC(=O)N=Nc2c(O)[nH]c3ccccc23)c2cccc(C)c2)cc1
2. COc1ccccc1CNC(=O)CNC(=O)Cn1cnc2ccccc2c1=O
3. COc1ccc(NC(=O)C2CCCN2c2ccc(OC)c(OC)c2)cc1OC (stereo not given)
4. CCOc1ccc(-n2c(O)c(/C=N/Nc3nnc(C)c(=O)[nH]3)c3ccccc3c2=O)cc1
5. O=C(NCN1C(=O)C2C3C=CC(C3)C2C1=O)OC1CCCCC1 (stereo not given)
6. Cc1cc(OCC(=O)NC2CCN(Cc3ccccc3)CC2)c2c(C)c(C)c(=O)oc2c1
screen / no.	1	2	3	4	5	6
ELG1 genotoxic	-12%	0%	-2%	-3%	-7%	1%
NPC1 promoter act	-4%	-4%	-2%	-21%	6%	-3%
uPA surface inh	-12%	4%	1%	·	0%	0%
Giardia kill	1	4	0	-15	7	28
FLuc counter	-1%	0%	1%	?	-1%	2%
KCNH2 3.1 block	-6	-7	0	-10	2	-1
Rab9 promoter act	-5%	-6%	-5%	-14%	0%	-8%
RORgamma inh	-1%	-9%	1%	-23%	-1%	-30%
FBPA coupling cs	13	2	-13	-2	0	·
Tb PFK block	0%	-1%	3%	6%	1%	0%
VP16 counter	-16%	-1%	-1%	-11%	-6%	5%

7. CN(CCOc1ccccc1)C(=O)C1CCC(=O)N(CCc2ccc(Cl)cc2)C1 (stereo not given)
8. CCOc1ccccc1C(=O)OCC(=O)Nc1ccc(N2CCCCC2)cc1
9. COc1cccc(/C=C2\SC(=S)N(CCC(=O)NC3C=CS(=O)(=O)C3)C2=O)c1 (stereo not given)
10. CCOc1cc(C(=O)Nc2ccccc2N2CCN(S(C)(=O)=O)CC2)cc(OCC)c1OCC
11. Cn1nnnc1SCC(=O)c1ccco1
12. CC(=O)c1ccc(S(=O)(=O)N2CCCC(N(C)CCc3ccccc3)C2)cc1 (stereo not given)
screen / no.	7	8	9	10	11	12
ELG1 genotoxic	13%	0%	16%	-29%	1%	8%
NPC1 promoter act	?	8%	21%	-1%	1%	1%
uPA surface inh	4%	2%	?	4%	-1%	-3%
Giardia kill	5	-2	-1	9	-6	2
FLuc counter	?	?	4.8µM*	7%	8%	4%
KCNH2 3.1 block	?	-7	-14	4	5	-94*
Rab9 promoter act	?	16%	2%	-5%	0%	2%
RORgamma inh	?	25%	-23%	-7%	?	2%
FBPA coupling cs	·	-9	-1	0	1	1
Tb PFK block	2%	-10%	2%	4%	-11%	-2%
VP16 counter	23%	-7%	0%	-12%	-4%	-1%

13. CC(C)[C@H](NC(=O)c1c(F)cccc1F)C(=O)OCC(=O)NC(=O)NC1CCCC1
14. O=c1[nH]c(CSc2cccc[n+]2[O-])nc2ccccc12
15. COc1cccc(NC(=O)CN2CCN(c3ccc(F)cc3)CC2)c1
16. Cc1ccc(NC(=O)CN(Cc2ccco2)Cc2ccccc2O)cc1C
17. CCn1c(-c2c(Cl)c(C)nn2C)n[nH]c1=S
18. CC(C)C[C@H]1CN=C(Nc2ccccc2)N1CCc1cccc(F)c1
screen / no.	13	14	15	16	17	18
ELG1 genotoxic	-3%	1%	-5%	?	-1%	3%
NPC1 promoter act	0%	28%	-1%	-1%	1%	·
uPA surface inh	-20%	0%	-1%	5%	1%	?
Giardia kill	9	-24	-7	55[activator]	-6	9
FLuc counter	-2%	-8%	5%	-19%	0%	·
KCNH2 3.1 block	17	-2	-10	-20	-13	-48
Rab9 promoter act	10%	18%	14%	0%	-1%	·
RORgamma inh	11%	?	37%	?	?	·
FBPA coupling cs	1	-1	2	-9	3	·
Tb PFK block	2%	-7%	1%	-3%	-5%	0%
VP16 counter	-2%	-7%	-1%	10%	-27%	·

19. CCCN(CC(=O)Nc1ccccc1OC)C(=O)C1=COCCO1
20. COc1ccc(NC(=O)CCC(=O)N2CCOCC2)c([N+](=O)[O-])c1
21. CCCC(c1nnnn1CCOC)N1CCN(c2nc3ccccc3s2)CC1 (stereo not given)
22. Cc1c(N(C(=O)c2cc(=O)[nH]c3ccccc23)C(C)C)c(=O)n(-c2ccccc2)n1C
23. CCN1C(=O)CC(n2c(C)nc3ccccc32)C1=O (stereo not given)
24. COCCn1nnnc1C(c1cccc(OC)c1OC)N1CCN(C(=O)c2ccco2)CC1 (stereo not given)
screen / no.	19	20	21	22	23	24
ELG1 genotoxic	1%	14%	-5%	-1%	0%	6%
NPC1 promoter act	-1%	-8%	-2%	-1%	-1%	-1%
uPA surface inh	-16%	3%	-1%	14%	2%	4%
Giardia kill	19	-11	-2	-4	-22	-2
FLuc counter	8%	1%	-1%	-2%	1%	2%
KCNH2 3.1 block	31	29	-7	2	6	8
Rab9 promoter act	2%	2%	-5%	-1%	-3%	7%
RORgamma inh	·	-15%	36%	6%	10%	-12%
FBPA coupling cs	·	·	0	0	4	1
Tb PFK block	-1%	-4%	-1%	3%	-3%	-1%
VP16 counter	·	-13%	-2%	7%	-2%	-5%

25. COc1cc(C(=O)Nc2cccc(-c3nnc(-c4ccco4)o3)c2)ccc1OC(C)=O
26. COc1ccc(CNC(=O)C2CCN(C(=O)c3ccc(F)cc3)CC2)cc1OC
27. CCOc1ccc2c(c1)[N+](C)(C)C(C)(C)C=C2C
28. COc1ccccc1NC(=O)C(C)OC(=O)CC1CCCC1 (stereo not given)
29. CCOC(=O)C1=C(C)Nc2nc(SC)nn2C1c1ccc(C(=O)OC)cc1 (stereo not given)
30. O=C(Nc1ccccc1)c1cnc2n(c1=O)CCS2
screen / no.	25	26	27	28	29	30
ELG1 genotoxic	-6%	2%	-10%	5%	?	15%
NPC1 promoter act	0%	0%	-3%	-2%	-2%	25%
uPA surface inh	-12%	-11%	-2%	4%	·	-2%
Giardia kill	3	-1	?	-2	13	-10
FLuc counter	15µM*	0%	4%	5%	0%	?
KCNH2 3.1 block	-13	0	-8	-2	16	-4
Rab9 promoter act	-1%	-4%	1%	-5%	-2%	?
RORgamma inh	?	·	39%	-10%	-6%	?
FBPA coupling cs	0	·	4	·	3	1
Tb PFK block	10%	0%	-4%	-3%	0%	1%
VP16 counter	-13%	·	-1%	2%	0%	20%

6 records picked at random from the list so far, as already listed:
29. CCOC(=O)C1=C(C)Nc2nc(SC)nn2C1c1ccc(C(=O)OC)cc1 (stereo not given)
26. COc1ccc(CNC(=O)C2CCN(C(=O)c3ccc(F)cc3)CC2)cc1OC
30. O=C(Nc1ccccc1)c1cnc2n(c1=O)CCS2
27. CCOc1ccc2c(c1)[N+](C)(C)C(C)(C)C=C2C
25. COc1cc(C(=O)Nc2cccc(-c3nnc(-c4ccco4)o3)c2)ccc1OC(C)=O
28. COc1ccccc1NC(=O)C(C)OC(=O)CC1CCCC1 (stereo not given)
screen / no.	29	26	30	27	25	28
ELG1 genotoxic	?	2%	15%	-10%	-6%	5%
NPC1 promoter act	-2%	0%	25%	-3%	0%	-2%
uPA surface inh	·	-11%	-2%	-2%	-12%	4%
Giardia kill	13	-1	-10	?	3	-2
FLuc counter	0%	0%	?	4%	15µM*	5%
KCNH2 3.1 block	16	0	-4	-8	-13	-2
Rab9 promoter act	-2%	-4%	?	1%	-1%	-5%
RORgamma inh	-6%	·	?	39%	?	-10%
FBPA coupling cs	3	·	1	4	0	·
Tb PFK block	0%	0%	1%	-4%	10%	-3%
VP16 counter	0%	·	20%	-1%	-13%	2%

Further structures.
31. COc1ccccc1N1CCSC1C(N)=O (stereo not given)
32. COc1ccc(-n2c(SCC(=O)Nc3ccccc3)nnc2-c2ccc(NS(=O)(=O)c3ccc(C)cc3)cc2)cc1
33. COC(=O)C1=C(Nc2ccccc2NS(=O)(=O)c2ccc(C(F)(F)F)cc2Cl)CSC1
34. Nc1cccc(S(=O)(=O)NC2=NCCC2)c1
35. O=C(Cc1ccccc1)N/N=C/c1ccccc1Cl
36. O=C(Nc1ccccc1)N1CCNCC1
37. Cc1ccsc1/C=N/NC(=O)C1CC(=O)N(c2ccc(F)cc2)C1 (stereo not given)
38. COc1cc(OC)cc(C(=O)N/N=C\c2ccoc2)c1
39. Cc1cc(C(=O)N2CCOCC2)n(-c2ccccc2)n1
screen / no.	31	32	33	34	35	36	37	38	39
ELG1 genotoxic	2%	-1%	-3%	-1%	4%	0%	0%	2%	-1%
NPC1 promoter act	0%	-1%	0%	-1%	3%	-7%	-6%	-1%	-1%
uPA surface inh	-2%	-2%	8%	-2%	·	4%	5%	-9%	-3%
Giardia kill	-7	12	3	17	-10	-2	-12	1	-6
FLuc counter	-1%	5%	2%	7%	?	0%	0%	-9%	7%
KCNH2 3.1 block	-1	?	-10	9	-2	-9	7	-12	-6
Rab9 promoter act	-3%	-2%	5%	-1%	0%	3%	0%	9%	-7%
RORgamma inh	-3%	2%	-31%	1%	?	-1%	4%	-34%	24%
FBPA coupling cs	-3	3	-5	1	-6	3	-1	0	-11
Tb PFK block	0%	6%	-2%	4%	4%	-12%	-2%	-11%	2%
VP16 counter	1%	5%	-13%	7%	-3%	-2%	-6%	-8%	?
